# Screening data from PubChem.
# RNase H inhibition – RNase H inhibition, HIV 1 Gag Pol polyprotein, FRET biochemical assay, screening (AID 372); HIV-1 RT RNase H, FRET RNA/DNA substrate fluorescence; higher % means a stronger effect; inhibition, % at 10 µM; hits with a dose series show IC50 in µM; hit rate 0.77% among 100,000; in the data active means inhibition above about 50%
# * = called active by the depositor; i = inactive. This is a subset. The share of hits here may be higher or lower than overall.
smiles | RNase H inhibition
Cc1onc(-c2c(Cl)cccc2Cl)c1C(=O)Nc1ccc(F)c(F)c1 | 15.0%
Cc1ccc(C2Nc3ccc4ccccc4c3C3=C2C(=O)CC(C)(C)C3)cc1[N+](=O)[O-] (stereo not given) | 9.0%
CCCOc1cccc(C(=O)Nc2ccc(C(=O)Nc3ccccc3C(=O)O)cc2)c1 | 1.0%
Cc1ccc(C(C)C)c(OCC(=O)Nc2ccc(N(C)C)cc2)c1 | 17.0%
Nc1nc2nc(C(F)(F)C(F)(F)C(F)(F)C(F)(F)F)cc(=O)n2[nH]1 | 10.0%
COC(=O)C1=C(C)N(c2ccccc2)C(=O)/C1=C\c1ccc(C(=O)OC)cc1 | 15.0%
CC(Oc1cccc(Cl)c1)C(=O)Nc1ccccc1C(=O)N1CCCCCC1 (stereo not given) | 0.0%
Cc1ccc(N2C(=O)c3ccc(C(=O)Nc4ccc(O)cc4)cc3C2=O)cc1C | 0.0%
CCN1/C(=C\C2=CC(=C\C=C\c3sc4ccccc4[n+]3CC)/CC(C)C2)Sc2ccccc21 (stereo not given) | 26.0%
O=C(Nc1sc2c(c1C(=O)O)CCCC2)c1ccc(Cl)cc1 | 4.0%
CCOc1ccc(N=Cc2ccc(F)cc2)cc1 | 11.0%
O=S(=O)(Nc1ccc(Nc2ccccc2)cc1)c1ccccc1 | 14.0%
O=C(Nc1cc([N+](=O)[O-])ccc1O)c1ccccc1Br | 6.0%
CCOC(=O)c1c(-c2ccc(-c3ccccc3)cc2)csc1NC(=O)c1ccco1 | 9.0%
O=C(Nc1ccc(-c2ccccc2)cc1)c1ccccc1NC(=O)C(F)(F)F | 16.0%
Cc1c(C=Nc2c(C)n(C)n(-c3ccccc3)c2=O)c(=O)n2c([nH]c3ccccc32)c1C#N | 0.0%
O=C1NC(=O)C(=Cc2cccc(OC(=O)c3ccc(Cl)cc3)c2)C(=O)N1 | 33.0%
O=C1CC(c2ccc(Cl)cc2)CC2=C1C(c1cccc([N+](=O)[O-])c1)Nc1ccccc1N2 (stereo not given) | 17.0%
CCc1nnc(NC(=O)COc2cc(C)c(Cl)c(C)c2)s1 | 8.0%
CCc1ccccc1NC(=O)CN(CCc1ccccc1)S(=O)(=O)c1ccc(Cl)cc1 | 27.0%
CCOC(=O)C1=C(O)CSC1=Nc1ccc(Cl)cc1 | 0.0%
CCc1ccccc1NC(=O)C1CC(=O)N(c2cccc([N+](=O)[O-])c2)C1 (stereo not given) | 4.0%
O=C(Nc1nnc(/C=C/c2ccccc2)s1)c1ccccc1Br | 7.0%
COc1ccc([N+](=O)[O-])cc1NC(=S)Nc1ccccc1 | 1.0%
Nn1c(Cc2ccccc2)nc2sc3c(c2c1=O)CCCC3 | 2.0%
COc1cc(Br)c(C2C(C(=O)OCCOc3ccccc3)=C(C)NC3=C2C(=O)CC(C)(C)C3)cc1OC (stereo not given) | 8.0%
O=C(COc1ccccc1Cl)NCc1ccc2c(c1)OCO2 | 4.0%
OC(COc1ccccc1)CSc1nc2ccccc2s1 (stereo not given) | 0.0%
O=c1c2c([nH]c(=S)n1C1CCCCC1)-c1ccccc1CC21CCCCC1 | 17.0%
CCC(=O)Nc1sc2c(c1C(=O)Nc1ccc(OC)cc1)CCCCC2 | i
COC(=O)C1=C(C)NC2=C(C(=O)CCC2)C1c1ccc(Cl)cc1 (stereo not given) | 16.0%
COCCOC(=O)C1=C(C)NC2=C(C(=O)CC(c3ccc(Cl)cc3)C2)C1c1ccc(Cl)cc1 (stereo not given) | 10.0%
CN1C(=O)/C(=C\c2cc([N+](=O)[O-])ccc2OCCOc2ccc(Br)cc2)SC1=S | 29.0%
CCn1c(CCCO)nc2ccccc21 | 7.0%
O=C1OC(c2ccccc2)OC(=O)C1=C/C=C/c1ccccc1 (stereo not given) | 12.0%
CON1C(=O)C(C)(C)N(OC)C(=O)C1(C)C | 9.0%
CC(=O)N1CCN(Cc2c(Cl)cccc2Cl)CC1 | 15.0%
Cc1cccc(-n2c(SCCc3ccccc3)nc3ccccc3c2=O)c1 | 0.0%
COc1ccc(CN2CCN(c3ccc([N+](=O)[O-])cc3)CC2)c(C)c1C | 13.0%
Cc1ccc(OCc2nc(-c3ccc(Cl)cc3Cl)no2)c(C)c1 | 8.0%
CC(=O)n1nc(C)c2c1C[C@@H]1[C@H]2C1(C)C | 9.0%
CC(=O)Oc1ccc(/C=C2\C=C(c3ccc(C)cc3)OC2=O)c(OC(C)=O)c1 | 4.0%
CCN(CC)c1ccc(NC(=S)NC(=O)c2ccco2)cc1 | 13.0%
C/C(=N/NC(=O)c1cccc(Cl)c1)c1ccc2c3c(cccc13)CC2 | 36.0%
Cc1c(OCc2ccccc2)ccc(-c2[nH]ncc2-c2cnn(-c3ccccc3)c2)c1O | 26.0%
COc1ccc(C2CC(=O)C3=C(C2)Nc2ccccc2NC3c2ccccc2[N+](=O)[O-])cc1 (stereo not given) | 21.0%
CCOC(=O)C1=C(C)NC2=C(C(=O)CCC2)C1c1ccccc1OC (stereo not given) | 9.0%
CC(=O)C(Sc1ccccc1)C(=O)c1ccccc1 (stereo not given) | 6.0%

# Gathered by group, the compounds so far with an aryl thioether with sulfur outside any ring
smiles | RNase H inhibition
OC(COc1ccccc1)CSc1nc2ccccc2s1 (stereo not given) | 0.0%
Cc1cccc(-n2c(SCCc3ccccc3)nc3ccccc3c2=O)c1 | 0.0%
CC(=O)C(Sc1ccccc1)C(=O)c1ccccc1 (stereo not given) | 6.0%

# Next part.
canonical_smiles	RNase H inhibition
Cc1ccc(-n2c(C)cc(/C=N/NC(=O)c3ccncc3)c2C)cc1C	2.0%
CN1C(=O)/C(=C/c2cccc(OCCOc3ccccc3Cl)c2)SC1=S	27.0%
C/C=C/c1ccc(OCCOCCOc2ccc(Cl)cc2Cl)c(OC)c1	11.0%
CC1=C(C(=O)Nc2ccc(Br)cc2)C(c2ccccc2F)NC(=O)N1 (stereo not given)	13.0%
O=[N+]([O-])c1ccc2c(c1)S(=O)(=O)N=C2N1CCCCC1	8.0%
S=c1[nH]nc(-c2ccc(Cl)cc2)n1N=Cc1cccnc1	0.0%
Cc1ccc(NC(=O)c2cc3ccccc3cc2O)c([N+](=O)[O-])c1	20.0%
COCCNC(=O)CN(c1cccc(C(F)(F)F)c1)S(C)(=O)=O	7.0%
CC1=C(C(=O)OCCc2ccccc2)C(c2ccc([N+](=O)[O-])cc2)CC(=O)N1 (stereo not given)	13.0%
O=C(N/N=C/c1ccccc1F)c1ccccc1I	0.0%
COc1ccc(OC)c(NC(=O)C(=O)N/N=C/c2ccc(OC)cc2OC)c1	2.0%
C(=N\n1cnnc1)/c1ccc(OCc2ccccc2)cc1	4.0%
CCOC(=O)C1CCCN(Cc2c[nH]c3ccccc23)C1 (stereo not given)	0.0%
COC(=O)C1C(c2ccc(OC)cc2)C(C(=O)OC)C1c1ccc(OC)cc1 (stereo not given)	11.0%
Cc1ccc(C)c(COc2ccc3ccc(=O)oc3c2)c1	22.0%
Cc1ccc(-c2nn(-c3ccccc3)cc2/C=N/NC(=O)COc2ccccc2)cc1	6.0%
Cc1ccc(NC(=O)Nc2ccccc2)cc1Cl	10.0%
COC(=O)c1c(O)cn(-c2cc(C)cc(C)c2)c1C	2.0%
CCOc1ccccc1OCCCOc1ccccc1Br	13.0%
CC(C)C(=O)N1c2ccccc2C(N(C(=O)C(C)C)c2ccccc2)CC1C (stereo not given)	16.0%
c1cc(-c2nnc(-c3ccco3)o2)cc(-c2nnc(-c3ccco3)o2)c1	7.0%
COc1cc(C(=O)Nc2ccccc2[N+](=O)[O-])ccc1OCc1ccc(Cl)cc1	12.0%
Cc1cc(C=O)c(C)n1-c1ccc(Oc2ccc([N+](=O)[O-])cn2)cc1	4.0%
Cc1ccc(S(=O)(=O)N2CCN(C3CC4CCC3C4)CC2)cc1 (stereo not given)	9.0%

# Laid out differently: entries from further up
Cc1ccc(NC(=O)Nc2ccccc2)cc1Cl
  RNase H inhibition: 10.0%
Cc1ccc(S(=O)(=O)N2CCN(C3CC4CCC3C4)CC2)cc1 (stereo not given)
  RNase H inhibition: 9.0%
CCOc1ccccc1OCCCOc1ccccc1Br
  RNase H inhibition: 13.0%
COC(=O)c1c(O)cn(-c2cc(C)cc(C)c2)c1C
  RNase H inhibition: 2.0%

# Next part.
canonical_smiles	RNase H inhibition
Nc1ccc(C(=O)N2N=C3CCCCC3C2(O)C(F)(F)F)cc1 (stereo not given)	9.0%
CCCC1CCC(c2ccc(-c3noc(-c4ccc([N+](=O)[O-])cc4)n3)cc2)CC1 (stereo not given)	4.0%
Cc1ccc(OCc2nnc(NC(=O)c3ccccc3)s2)c(C)c1	8.0%
O=C(Nc1ccc(N2CCOCC2)cc1)c1ccc2c(c1)OCO2	4.0%
C=CCN1C(=O)/C(=C/c2ccco2)SC1=S	22.0%
Cc1ccc(/C=C(\C#N)C(=O)NC(C)c2ccccc2)cc1 (stereo not given)	18.0%
COc1cc(NC(=O)Cn2nc(C)c([N+](=O)[O-])c2C)c(OC)cc1Cl	2.0%
C=CCn1c(SC/C=C(/C)Cl)nc2ccccc2c1=O	27.0%
C=C(C)c1cccc(C(C)(C)NC(=O)NC23CC4CC(CC(C4)C2)C3)c1	12.0%
Cc1[nH]n(-c2ccc([N+](=O)[O-])cc2)c(=O)c1C=NC1CCCCCC1	17.0%
CCc1ccc(OCC(=O)NC(NC(=S)Nc2ccccc2C)C(Cl)(Cl)Cl)cc1 (stereo not given)	4.0%
CCOC(=O)CCCN1C(=O)/C(=C\c2cccs2)SC1=S	9.0%
COc1ccc(OC)c(NC(=O)c2cccc(F)c2)c1	2.0%
COc1cc2c(cc1NC(=O)C(C)Oc1ccccc1)oc1ccccc12 (stereo not given)	22.0%
CCCSc1nnc2c(n1)OC1(CCCCC1)Nc1ccccc1-2	2.0%
COCCOC(=O)C1=C(C)NC2=C(C(=O)CC(C)(C)C2)C1c1cccc(I)c1 (stereo not given)	0.0%
COc1ccc(/C=C2\SC(=S)N(CCCCCC(=O)Nc3ccccc3C(=O)O)C2=O)cc1	19.0%
CC(C)c1ccc(/C=C2\SC(=Nc3ccc(F)cc3)NC2=O)cc1	27.0%
CCCCCOC(=O)C1=C(C)NC2=C(C(=O)CC(C)(C)C2)C1c1cccc(Cl)c1 (stereo not given)	11.0%
C=CCc1cc(/C=C2\C(=O)NC(=O)N(c3ccc(CC)cc3)C2=O)cc(OCC)c1O	18.0%
CC1CC/C(=C\C=C\N(C)C)C(=O)/C1=C/C=C/N(C)C (stereo not given)	10.0%
C=CCOc1c(Br)cc(/C=C/C(=O)O)cc1OC	4.0%
CSc1nnc2c(n1)OC(c1cc(Br)c(I)o1)Nc1ccccc1-2 (stereo not given)	13.0%
CCOC(=O)c1c(C)sc(Sc2ccc(Br)cc2[N+](=O)[O-])c1OC(C)=O	16.0%
CN(C)C(=O)c1c(NC(=O)c2ccco2)sc2c1CCCCC2	3.0%
CC1CCCN(C(=O)c2ccc(Cl)cc2)C1 (stereo not given)	2.0%
COc1cc(/C=N/N2C(=O)C3C(C2=O)C2C=CC3C23CC3)ccc1OCc1ccc([N+](=O)[O-])cc1 (stereo not given)	12.0%
COc1cccc(NC(=O)c2ccc(-c3ccccc3)cc2)c1	11.0%
Cc1ccc(S(=O)(=O)N(Cc2ccccc2)c2ccccc2C(=O)Nc2c(C)cccc2C)cc1	12.0%
COc1ccccc1/C=C/C=N/NC(=O)c1cc(-c2ccc(C)cc2)n[nH]1	17.0%
Cc1cccc(-c2nc3cc(NC(=O)c4cccc(Cl)c4Cl)ccc3o2)c1	4.0%
COc1cc(OC)c(OC)cc1/C=N/NC(=O)c1cccnc1	10.0%
Cc1ccc(C2OC3(C(=O)c4ccccc4C3=O)C3C(=O)N(c4ccc(C(C)C)cc4)C(=O)C23)cc1 (stereo not given)	20.0%
COc1cc(C(=O)Nc2ncc(Cc3cccc(Cl)c3)s2)cc(OC)c1OC	10.0%
CCc1ccc2c(c1)/C(=N/N(C)C(=S)NC)C(=O)N2	3.0%
O=C(COC(=O)C1CCN(S(=O)(=O)c2cccc3cccnc23)CC1)c1ccc(Cl)cc1	16.0%
Cc1cccc(C(=O)NC2CCSC2=O)c1 (stereo not given)	15.0%
COC(=O)c1ccc(C=Nc2cc(-c3nc4cc(C)ccc4o3)ccc2C)cc1	4.0%
Cc1cc2ncn(C(=O)c3ccc([N+](=O)[O-])c(C)c3)c2cc1C	14.0%
COc1ccc(/C=N/N(Cc2ccccc2)c2ccccc2)cc1	2.0%

# 2 compounds picked at random from those above:
canonical_smiles	RNase H inhibition
COc1cc(C(=O)Nc2ncc(Cc3cccc(Cl)c3)s2)cc(OC)c1OC	10.0%
COC(=O)c1ccc(C=Nc2cc(-c3nc4cc(C)ccc4o3)ccc2C)cc1	4.0%

# The results go on.
canonical_smiles	RNase H inhibition
CC(=O)CC(=O)NCCc1ccccc1	6.0%
COc1ccc(/C=N/Nc2nc(Nc3ccc(F)cc3)nc(N3CCCCC3)n2)cc1	6.0%
Cc1ccc(/C=C/C(=O)N2CCN(C/C=C/c3ccccc3)CC2)o1	6.0%
Cc1cccc(NC(=O)c2ccccc2Cl)c1C	6.0%
CCCCc1ccc(-n2nc3ccc(NC(=S)NC(=O)c4ccccc4F)cc3n2)cc1	14.0%
Cc1cccc(/C(N)=N/OC(=O)CCc2ccccc2)c1	0.0%
Oc1cccc(C=Nn2cnnc2)c1	3.0%
Cc1cc(Cl)ccc1OCC(=O)Nc1cc([N+](=O)[O-])ccc1F	2.0%
O=S(=O)(Nc1ccc2oc(-c3cc(Br)ccc3Cl)nc2c1)c1ccccc1	20.0%
COc1cc(OC)cc(C(=O)O/N=C2/C(=O)N(C)c3ccccc32)c1	9.0%
CN(c1ccc(O)cc1)c1cc(Cl)c2nonc2c1[N+](=O)[O-]	30.0%
C=CCOc1c(Br)cc(/C=c2\sc3n(c2=O)C(c2ccc(OC)c(OC)c2)C(C(=O)OCC)=C(C)N=3)cc1Br (stereo not given)	25.0%
CCCOC(=O)c1c(NC(=O)C2C3CCC(C3)C2C(=O)O)sc2c1CCC(C)C2 (stereo not given)	32.0%
O=C(O)CC1=C(Nc2ccccc2)C(=O)N(c2ccccc2)C1c1ccccc1 (stereo not given)	12.0%
